ELG1 DNA repair: ELG1-dependent DNA repair inhibition; HEK293T ELG1-luciferase reporter, luminescence, 16 h; DNA damage induced by 5-fluorouridine; hit rate 2.3% among 330,000; Potency, µM (top dose mostly 46.1 µM), without a hit: at the top dose activity change, negative = inhibition, actives largely listed as inhibitors; also: potency is read from the fitted curve at half-maximal effect; % is scaled to controls: 0 for no effect and ±100 for the full control effect; nearly all actives have a fitted effect of over 55% in size
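Luminescence from the luciferase reporter, measured 30 min after ONE-Glo reagent at room temperature, was the read-out. Beforehand, 2,000 cells per well were exposed for 16 hr at 37 °C to 5-fluorouridine together with compound or vehicle.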
TRPV1 ag: agonists of human vanilloid receptor 1 (TRPV1) | Q8NER1 | TRPV1-expressing cells, Fluo-8 calcium influx, agonist mode | activation, % at 8.33 µM | hit rate 0.19% among 320,000; in the data active = activation above about 80%; inconclusive = between about 30% and that limit; also: 0% is about no effect
Target sequence (Q8NER1 whole entry, looked up): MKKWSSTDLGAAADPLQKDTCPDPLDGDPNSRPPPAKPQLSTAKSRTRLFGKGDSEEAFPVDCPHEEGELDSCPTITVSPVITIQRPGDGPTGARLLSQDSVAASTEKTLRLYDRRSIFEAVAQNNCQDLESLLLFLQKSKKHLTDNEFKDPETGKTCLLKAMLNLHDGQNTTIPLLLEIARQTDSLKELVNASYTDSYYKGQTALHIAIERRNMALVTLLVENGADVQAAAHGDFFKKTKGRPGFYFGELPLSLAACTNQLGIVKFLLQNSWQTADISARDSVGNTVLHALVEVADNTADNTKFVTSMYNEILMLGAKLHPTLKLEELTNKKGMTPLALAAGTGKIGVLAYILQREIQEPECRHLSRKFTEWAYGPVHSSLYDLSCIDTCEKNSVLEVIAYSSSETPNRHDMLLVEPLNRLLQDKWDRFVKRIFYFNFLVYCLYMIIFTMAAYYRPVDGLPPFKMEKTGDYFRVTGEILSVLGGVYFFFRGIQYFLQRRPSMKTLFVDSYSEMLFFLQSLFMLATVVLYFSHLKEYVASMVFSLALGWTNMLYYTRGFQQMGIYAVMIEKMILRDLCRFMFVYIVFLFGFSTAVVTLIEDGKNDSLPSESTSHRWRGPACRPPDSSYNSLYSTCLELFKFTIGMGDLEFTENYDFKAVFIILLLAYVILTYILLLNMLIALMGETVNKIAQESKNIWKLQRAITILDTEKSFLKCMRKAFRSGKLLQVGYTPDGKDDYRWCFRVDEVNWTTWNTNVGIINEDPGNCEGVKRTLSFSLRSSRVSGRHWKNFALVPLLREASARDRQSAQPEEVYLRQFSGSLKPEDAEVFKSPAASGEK
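Fluo-8 calcium influx in TRPV1-expressing cells, kinetic read (ex 480/em 520 nm). Compound added and read 3 min for agonist activity, followed by capsaicin at EC20 final and 2 min further read for enhancement.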
BRCA1 expr up: increases BRCA1 expression | MCF7-BRCA1-FFLuc reporter, luminescence, 48 h; response scale: scaled: vehicle 0%, 10 µM genistein 100% | Potency, µM (doses to about 46.1 µM), without a hit: at the top dose activation, actives largely listed as activators | hit rate 1.1% among 380,000; also: potency is read from the fitted curve at half-maximal effect; nearly all actives have a fitted effect of over 80% in size; some results filed as inactive show a strong effect at the top dose
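Cells: MCF7-BRCA1-FFLuc, 2000/well. Exposure: 48 h, 37 °C, 5% CO2. Read: luminescence, 15 min post-substrate. Controls: genistein 10 microM (maximal activation), DMSO (neutral).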
Integrin act MD: integrin-mediated muscular dystrophy alleviation activation. Potency, µM (doses to about 38.3 µM), without a hit: top-dose activation, hits mostly activators. alpha7betagal myoblasts, beta-gal FDG fluorescence, 48 h. hit rate 0.064% among 350,000;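 also: potency is read from the fitted curve at half-maximal effect; 100% = response of the positive control SU9516; nearly all actives have a fitted effect of over 60% in size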
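alpha7betagal+/- myoblasts (passage 13, 250/well) treated 48 h at 37C with compounds at 1:260 dilution of DMSO stock. Lysed, then beta-galactosidase activity read as FDG fluorescence (ex 480/em 540) after 30 min, with pre-read for autofluorescence.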
p53 reactivation: restores transcriptional activity of mutant p53 | hit rate 0.063% among 320,000 | H1299 p53-A138V BP100-luciferase reporter, luminescence, 24 h | Potency, µM (doses to about 92.2 µM), without a hit: at the highest dose activity change, positive = activation, actives largely listed as activators; also: potency is read from the fitted curve at half-maximal effect; % of control where 0% means no effect; nearly all actives have a fitted effect of over 45% in size
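p53-null H1299 cells stably carrying temperature-sensitive p53-A138V and a BP100-luciferase reporter were pinned with compounds (4-point, 1:5 series) and held 24 hrs at 37 deg C. Luminescence was read 10 min after detection reagent.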
TCR activator: activates T cell receptor signaling. primary human leukocytes, anti-CD3, IL-2 HTRF, 48 h. 330,000 tested, under 10 active. Potency, µM (series often up to 9.22 µM), without a hit: at the top dose activation of IL-2 secretion, most hits filed as activators. AID 504894; also: % of control where 0% means no effect
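TCR engagement came from a-CD3 beads alone, with compounds added to primary human leukocytes for 48 hr. Secreted IL-2 bridged europium cryptate- and d2-labelled anti-IL-2 antibodies, giving FRET emission at 665nm after 320nm excitation.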
B2AR arrestin: beta2AR (human) beta-arrestin recruitment activity. beta-arrestin recruitment to beta2AR, cell-based reporter. P07550. hit rate 0.02% among 330,000. Potency, µM (top dose mostly 46.1 µM), without a hit: at the highest dose activation, usual class: activators. AID 492947;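 also: potency is read from the fitted curve at half-maximal effect; 0% = DMSO controls and full agonism = EC100 isoproterenol or metaproterenol; nearly all actives have a fitted effect of over 65% in size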
A-T KAP1 phos: potential ataxia-telangiectasia treatments restoring KAP-1 phosphorylation. […] A-T fibroblasts, KAP-1 phosphorylation AlphaLISA; neocarzinostatin DNA damage 30 min before lysis. hit rate 0.19% among 320,000. Potency, µM (top dose mostly 57.5 µM), without a hit: at the highest dose activation, hits mostly activators; also: potency is read from the fitted curve at half-maximal effect; % of control where 0% means no effect; nearly all actives have a fitted effect of over 45% in size
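ATM-like activity read as KAP-1 phosphorylation via AlphaLISA donor/acceptor antibody pairs after lysis and 6 hr at 25C. Cells were ATM-null patient fibroblasts ([…], hTERT), dosed 60 min, then exposed to the DSB inducer NCS for 30 min.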
PTAP TSG101 blk: blocks PTAP/TSG101 interaction to inhibit HIV-1 budding | Q99816 | Fluorescence polarization, FITC-PTAP peptide / Tsg101 binding | Potency, µM (series often up to 115 µM), for the others: at the top dose activity change, negative = inhibition, usual class: inhibitors | 340,000 tested, under 10 active | AID 493005; active = well fitted inhibition curve with a large enough effect in the main read-out, with a control signal flat, not every such curve was filed as active; inconclusive = small, poorly fitted or top-dose-only effect, or effect the other way, or a change in a side signal; inactive = no such curve, though single readings can be large or run the other way; also: potency is read from the fitted curve at half-maximal effect; % of control where 0% means no effect
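Steps: Tsg101 binding domain dispensed (10 uM final), compounds pinned in DMSO, FITC-labeled PTAP-motif peptide added (50 nM final); after 20 min binding at room temperature, polarization measured.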
MLL CXXC-DNA inh: blocks binding of human MLL CXXC domain to DNA; Q03164; MLL-CXXC / FITC-HOXA9 DNA fluorescence polarization; Potency, µM (top dose mostly 115 µM), for the others: top-dose activity change, negative = inhibition, hits mostly inhibitors; hit rate 0.037% among 290,000; AID 2662; active = well fitted inhibition curve with a large enough effect in the polarisation, with a control signal flat, not every such curve was filed as active; inconclusive = small, poorly fitted or top-dose-only effect, or effect the other way, or a change in a side signal; inactive = no such curve, though single readings can be large or run the other way; the % refers to the polarisation; also: potency is read from the fitted curve at half-maximal effect
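Steps: dispense CXXC domain solution (7 uM) → pin compounds or unlabeled HOX-A9 DNA control → 5 min ambient → add FLSN-HOX-A9 solution (50 nM) → spin → 30 min ambient → fluorescence polarization. Tris pH 7.5/NaCl/DTT/BSA buffer.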
Numbers without * were called inactive; ? = inconclusive; . = no result given; [ ] = another dose, or the depositor's remark. Unless noted, calls follow the shape of the dose curve; as a rule, active = well fitted curve in the direction sought with a large enough effect; inconclusive = small, poorly fitted or top-dose-only effect, or another doubt; inactive = no such curve, though single readings can be large; an effect the other way counts as inactive or inconclusive.

1	O=C(/C=C/c1cccnc1)c1ccccc1O
2	O=C(CCNS(=O)(=O)c1ccc(Br)cc1)NC1CCC(O)CC1 (stereo not given)
3	CC(C)NC(=O)Cn1c(=O)c2c(ncn2Cc2ccccc2)n(Cc2ccccc2)c1=O
4	COc1ccc(NC(=O)CCCCn2c(=O)[nH]c3ccccc3c2=O)cc1
5	CCOc1ccc(-c2nnc(SCC(=O)Nc3ccc4c(c3)c3ccccc3n4CC)n2N)cc1
6	CCOC(=O)c1ccc(NC(=S)N2CCN(S(C)(=O)=O)CC2)cc1
7	S=c1[nH]nc(C2CCCCC2)n1/N=C/c1ccc(Cl)cc1
8	CC(C)[C@H](CO)Nc1nc(Nc2ccc(Cl)c(C(=O)O)c2)c2ncn(C(C)C)c2n1

compound no.,1,2,3,4,5,6,7,8
ELG1 DNA repair,5%,0%,1%,-12%,-25%,-1%,2%,6%
TRPV1 ag,17,2,2,-4,-5,4,7,-1
BRCA1 expr up,1%,10%,7%,-3%,-50%,-1%,-16%,10%
Integrin act MD,18%,?,11%[7.66 µM],-7%,-52%[inhibitor],13%,14%,13%
p53 reactivation,2%,-5%,-2%,5%,-46%[inhibitor],-2%,3%,5%
TCR activator,1%,-5%,0%,3%,6%,-1%,-1%,9%
B2AR arrestin,0.1%,-0.1%,0.0%,-0.1%,0.0%,-0.3%,0.0%,-0.8%
A-T KAP1 phos,-3%,-8%,3%,-1%,-7%,7%,-1%,-23%
PTAP TSG101 blk,0%,1%,0%,-6%,-5%,5%,-6%,0%
MLL CXXC-DNA inh,3%,.,13%,7%,-2%,4%,45%[activator],-11%

The closing 2 compounds of the section before come first, to join the parts:
7	S=c1[nH]nc(C2CCCCC2)n1/N=C/c1ccc(Cl)cc1
8	CC(C)[C@H](CO)Nc1nc(Nc2ccc(Cl)c(C(=O)O)c2)c2ncn(C(C)C)c2n1
9	CCOc1ccc(C(=O)N/N=C(/C)C2C(=O)c3ccccc3C2=O)cc1
10	Cc1cc(NS(=O)(=O)c2ccc(Nc3nc(-c4ccc(C)c(C)c4)cs3)cc2)no1
11	COc1cccc2cc(-c3nnc(-c4ccccc4)o3)c(=O)oc12
12	CCOC(=O)C1(Cc2ccccc2C(F)(F)F)CCN(C(C)CSC)CC1 (stereo not given)
13	COCCn1nnnc1C(c1cc2cc(OC)ccc2[nH]c1=O)N1CCC(Cc2ccccc2)CC1 (stereo not given)
14	COc1ccccc1NC(=O)NCC1CC1(Cl)Cl (stereo not given)
15	NC(=O)C1CCN(C(=O)Nc2csc3ccccc23)CC1
16	O=C(O)CCC(=O)Nc1ccc(Br)cc1C(=O)c1ccccc1

compound no.,7,8,9,10,11,12,13,14,15,16
ELG1 DNA repair,2%,6%,?,?,?,-5%,?,-2%,-8%,4%
TRPV1 ag,7,-1,-4,0,3,29,-2,5,2,-3
BRCA1 expr up,-16%,10%,-60%,-32%,64%,-14%,-61%,1%,9%,9%
Integrin act MD,14%,13%,1%,12%,5%,-23%,-19%,6%,10%,-47%[inhibitor]
p53 reactivation,3%,5%,20%,10%,7%,-2%,-18%,-7%,-2%,2%
TCR activator,-1%,9%,2%[46.1 µM],0%[46.1 µM],2%,5%,-2%,-3%,1%,0%
B2AR arrestin,0.0%,-0.8%,-0.5%,-0.1%,-0.3%,0.7%,-0.7%,-0.6%,-0.9%,-0.7%
A-T KAP1 phos,-1%,-23%,1%,.,6%,7%,15%,-4%,-1%,-3%
PTAP TSG101 blk,-6%,0%,2%,-3%,-4%,-2%,-2%,-5%,-4%,-7%
MLL CXXC-DNA inh,45%[activator],-11%,11%,-11%,18%,-12%,-4%,-1%,7%,-3%

(more compounds)
Sequence of screens – ELG1 DNA repair | TRPV1 ag | BRCA1 expr up | Integrin act MD | p53 reactivation | TCR activator | B2AR arrestin | A-T KAP1 phos | PTAP TSG101 blk | MLL CXXC-DNA inh
[17] CCOC(=O)C1CCN(C(=O)COc2ccc(S(=O)(=O)N3CCOCC3)cc2)CC1
    10% | 1 | 4% | -13% | -12% | -23% | -0.2% | 23% | 2% | -3%
[18] Cc1cc(=O)oc(C)c1C(=O)Nc1c(C)n(C)n(-c2ccccc2)c1=O
    5% | -1 | 12% | 0% | 0% | 0% | 0.1% | 0% | 1% | -3%
[19] COC(=O)c1cccc(NC(=O)Cn2nnc3ccccc32)c1
    4% | 4 | -1% | 20% | 5% | 0% | 0.5% | 8% | 1% | 6%
[20] CCN(CC(=O)N1CCOCC1)S(=O)(=O)c1ccc(C)cc1
    13% | 0 | -21% | 9% | 5% | 2% | -0.2% | 5% | -3% | 16%
[21] O=C(Cc1cccs1)NCc1ccco1
    13% | 0 | 9% | 20% | 4% | 2% | -0.8% | -3% | -4% | -3%
[22] Cc1ccc(OC(=O)c2cccc(C(=O)Oc3ccc(C)cc3)n2)cc1
    10% | 0 | 2% | ? | 26% | 7% | 0.3% | -1% | -8% | -13%
[23] N#C/C(=C1/CCCCCN1)c1nc2ccccc2[nH]1
    28% | -2 | 18% | 8% | ? | 8% | 0.1% | 2% | -5% | -6%
[24] O=C(CSCc1ccc(Br)cc1)NCc1ccccn1
    6% | 1 | -30% | 7% | 2% | 3% | 0.4% | 0% | -4% | 6%
[25] CCOC(=O)C1(Cc2cccc(OC)c2)CCN(CC2CC=CCC2)CC1 (stereo not given)
    ? | 11 | -42% | -29% | 1% | 0% | 0.3% | 6% | -1% | 21%
[26] O=C(CSc1nc2nc3c(cc2c(=O)n1-c1ccccc1)CCCC3)Nc1ccccc1
    ? | 0 | -31% | 0% | -46%[inhibitor] | -3%[46.1 µM] | 0.2% | 7% | 0% | 18%
[27] COC(=O)C1C(=O)C=C(N2CCOCC2)CC1(C)C (stereo not given)
    4.1µM* | -1 | -12% | -1% | 6% | 1% | 3.2% | -2% | -1% | 1%
[28] COc1ccc(CNC(=O)C2CCCN(C(=O)Nc3ccc(OC)cc3)C2)cc1 (stereo not given)
    11% | -3 | 16% | ? | 3% | 3% | 0.1% | -1% | -2% | -9%
[29] CN1CCN(c2ccc(C(=O)c3ccccc3)cc2[N+](=O)[O-])CC1
    2% | 1 | 28% | 6% | ? | -2%[46.1 µM] | -0.6% | -2% | 2% | -3%
[30] Cn1nnnc1SCC(=O)Nc1ccc(Cl)c(S(=O)(=O)N2CCOCC2)c1
    ? | -4 | -6% | 13% | 0% | 1% | 0.2% | 11% | 0% | 8%
[31] Cc1cc2nc(CCN(Cc3cccnc3)C(=S)Nc3ccc(F)cc3)[nH]c2cc1C
    ? | -1 | 9% | 10% | -2% | 0% | -0.3% | -3% | -11% | 6%
[32] CCOC(=O)NC(=O)/C(N=Nc1ccc(C(F)(F)F)cc1)=C(\C)O
    -7% | 0 | -37% | 16% | 6% | -1% | 0.4% | 5% | -8% | ?
[33] COc1ccc(NC(=O)c2nnn(CC(=O)Nc3ccc4c(c3)OCO4)c2N)c(OC)c1
    ? | -4 | 82% | -23% | ? | 9% | -0.6% | -5% | -2% | 11%
[34] COc1ccc(N2CCN(/C(=N\S(=O)(=O)c3ccc(C)cc3)Nc3nc(C)cc(C)n3)CC2)cc1
    -5% | 2 | -15% | 16% | -2% | 5% | -0.2% | -2% | -3% | -11%
[35] CC(=O)Nc1ccc(S(=O)(=O)N2CCC(N(C)CCC(C)C)CC2)cc1
    -4% | -4 | -12% | 12% | -6% | -1% | -0.3% | 3% | -1% | -5%
[36] O=C1c2oc3ccc(Br)cc3c(=O)c2C(c2cccnc2)N1Cc1ccco1 (stereo not given)
    8% | 1 | . | . | 13% | . | -0.5% | 26% | . | -9%
[37] Cn1c(CCCNC(=O)c2cccs2)nc2ccccc21
    -6% | 6 | 2% | -2% | -11% | 5% | -0.4% | 7% | -1% | 0%
[38] COc1ccc(Cl)cc1NC(=S)N1CC(C)OC(C)C1 (stereo not given)
    0% | -3 | -25% | 24% | -6% | -1% | 0.4% | 11% | -8% | -1%
[39] COC(=O)c1c(NC(=O)CN2C(=O)NC3(CCC(C)CC3)C2=O)sc2c1CCC2 (stereo not given)
    ? | 1 | -21% | -8% | -8% | 5% | -1.1% | 0% | -11% | .

Taken from above:
cpd 23 | TCR activator: 8%
cpd 21 | p53 reactivation: 4%

Screening results from PubChem BioAssay.
